Compound activity from PubChem.
INS promoter inh: TRM-6 insulin promoter activity inhibition | TRM-6 cells (human fetal islet line), insulin promoter-eGFP reporter, imaging; reporter expression induced with tamoxifen | inhibition, % at 2 µM | AID 1273 | 0.9% of 130,000 active;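 active = inhibition above the mean plus 3 SD, with well images judged a real hit on visual review, cut at about 60% in these data, passing the limit was not always enough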
SDO1 yeast rescue: restores growth of sdo1-depleted yeast | 0.21% of 140,000 active | S. cerevisiae sdo1-depleted JHY4D growth rescue, OD600 30 h; stronger effect = higher value; pdr5 snq2 efflux-pump mutant strain | z-score at 10 µM;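 active = z-score above 3 at both the 24 hr and the 30 hr optical density reads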;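 note: z-score against mean and SD of all compound wells on the same plate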
SDO1 yeast rescue Rescue 24 h: further read-out of SDO1 yeast rescue, marked with its call; z-score; S. cerevisiae sdo1-depleted JHY4D growth rescue, OD600; measured here: growth rescue at 24 h;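 0 is the plate mean of compound wells and units are plate SD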
Active calls of the source: *; nt = no result given. Only part of the results is shown; the hit share may differ from the screen's.

Value order: INS promoter inh | SDO1 yeast rescue | SDO1 yeast rescue Rescue 24 h
- COC(=O)C(C(=O)OC)C(C[N+](=O)[O-])c1ccc(OC)c(OC)c1 (stereo unspecified)
    8 | 0.78 | 0.16
- O=[N+]([O-])c1cc(-c2cnc3ccccc3n2)ccc1Oc1ccc(Cl)cc1
    nt | -0.06 | 0.58
- COc1ccc2[nH]cc(C3N4CC5(C)CN3CC(C)(C4)C5=O)c2c1 (stereo unspecified)
    -13 | -0.16 | -0.76
- COC(=O)c1c(NC(=O)CN2CCOCC2)sc2c1CCC(C)C2 (stereo unspecified)
    10 | -1.1 | -1.1
- O=Cc1cn(CC(=O)N2CCCCC2)c2ccccc12
    -8 | 0.11 | 0.05
- O=C(NCCOc1ccccc1)c1ncn[nH]1
    36 | -0.44 | -0.83
- O=C(Cc1ccc([N+](=O)[O-])cc1)Nc1ccc(O)cc1C(=O)O
    27 | 0.45 | -0.01
- CCN(CC)C(=O)/C(=C/c1ccc(F)cc1)NC(C)=O
    3 | 0.93 | 0.14
- CCOC(=O)c1cc(C#N)c(SCC(=O)c2cc(C#N)c(SC)nc2C)[nH]c1=O
    nt | -1.3 | -0.52
- O=C1c2ccccc2C(=O)N1CCc1ccccn1
    33 | -0.17 | -1.2
- O=C(CSC1=Nc2ccccc2C2=NC(CC(=O)NCc3ccco3)C(=O)N12)NCc1ccco1 (stereo unspecified)
    27 | 0.16 | -0.12
- CCOC(=O)N1CCC(NC(=O)C2CCCN(S(C)(=O)=O)C2)CC1 (stereo unspecified)
    57 | 0.84 | 0.81
- COc1cc(/C=N/NC(=O)C[n+]2ccccc2)cc(OC)c1OC
    -6 | 1 | 0.22
- CC1(C)CSC(=NCCc2ccccc2)N1C(=O)c1ccc(C#N)cc1
    22 | 0.15 | 0.05
- Cc1ccc(N2C(=O)CC(N(O)C3CC(=O)N(c4ccc(C)cc4)C3=O)C2=O)cc1 (stereo unspecified)
    -35 | 0.13 | -0.47
- CCc1nc(SCC(=O)NNC(=O)C2CCCCC2)c2ccccc2n1
    -23 | -0.18 | -0.5
- COc1ccc(CCNc2ncnc3cc(OC)c(OC)cc23)cc1OC
    33 | nt | nt
- O=C(Nc1cccc(O)c1)c1ccccc1
    -106 | 0.72 | -0.38
- O=c1c2ccc(Cl)cc2[nH]c(=S)n1CCCN1CCOCC1
    -82 | nt | nt
- COc1cc(C)c(C)cc1S(=O)(=O)N1CCCCC1c1cccnc1 (stereo unspecified)
    6 | -0.87 | -0.48

Further records
Value order: INS promoter inh | SDO1 yeast rescue | SDO1 yeast rescue Rescue 24 h
- COc1ccc(Nc2nc(-c3cccs3)cs2)cc1
    -6 | -1.5 | -1.7
- Cc1ccc(Cl)cc1Nc1nc(-c2sc(NC(=O)C(C)(C)C)nc2C)cs1
    nt | -0.78 | -0.62
- O=C(COC(=O)c1cccc(S(=O)(=O)N2CCOCC2)c1)Nc1ccc2c(c1)OCO2
    10 | 0.14 | -0.39
- Cc1ccc(C2CC(C(F)F)n3ncc(C(=O)Nc4cnn(Cc5ccccc5C)c4)c3N2)cc1 (stereo unspecified)
    nt | -1.8 | -0.53
- COc1ccc(NC(=O)CC(Cc2ccccc2)C(=O)O)cc1 (stereo unspecified)
    -15 | 1.3 | 0.93
- CCOc1cc(C2C3=C(CCCC3=O)N(CCC(=O)O)C3=C2C(=O)CCC3)ccc1OS(=O)(=O)c1ccc(C)cc1
    30 | 0.36 | -0.37
- O=C(Nc1cccn(Cc2c(Cl)cccc2Cl)c1=O)c1ccc(Cl)cc1Cl
    -257 | -1.3 | 0.03
- COc1ccccc1C(=O)N1CCCC1(C#N)c1ccccc1 (stereo unspecified)
    -32 | -0.32 | -1.1
- COc1ccc(S(N)(=O)=O)cc1C(=O)NCCCN1CCN(c2ccccc2OC)CC1
    50 | 0.56 | -0.17
- Cc1nn(C)cc1C(=O)NNC(=S)Nc1ccccc1
    nt | 0.01 | -0.64
- COc1ccc(NC(=O)CC2SC(=Nc3ccccc3)NC2=O)cc1 (stereo unspecified)
    16 | 0.34 | 0.2
- O=c1c2c3n(c(=O)nc2[nH]n1-c1ccccc1)CCCCC3
    50 | 1.1 | 1.8
- Cc1cc(C)nc(SCC(=O)Nc2ccc(S(=O)(=O)Nc3nccs3)cc2)n1
    -13 | 0.9 | 0.91
- COc1cccc(NC(=O)CSc2ccc3nnc(-c4ccncc4)n3n2)c1
    nt | -0.14 | -0.6
- COc1cccc(N(C(=O)c2ccco2)C(C(=O)NC2CCCC2)c2ccc(N(C)C)cc2)c1 (stereo unspecified)
    -21 | -0.4 | -1.2
- COC(=O)c1c(-c2ccc(Br)cc2)csc1NC(=O)Cc1ccc(OC)c(OC)c1
    25 | -0.25 | -0.95
- Nc1sc2c(c1C(=O)NC1CCS(=O)(=O)C1)CCC2 (stereo unspecified)
    15 | 0.68 | 0.6
- c1ccc(-c2nc(N3CCCCC3)nc3ccccc23)cc1
    6 | -1.5 | -1
- COc1ccccc1/C=C1\SC(=S)N(CCC(=O)NC2=NCCS2)C1=O
    17 | -0.69 | -0.53
- CCCC(=O)N=C1SC2CS(=O)(=O)CC2N1c1ccc(-c2nc3ccc(C)cc3s2)cc1 (stereo unspecified)
    nt | -0.89 | -0.08

Grouped by structure: the entries above containing fluorine (2)
Value order: INS promoter inh | SDO1 yeast rescue | SDO1 yeast rescue Rescue 24 h
- CCN(CC)C(=O)/C(=C/c1ccc(F)cc1)NC(C)=O
    3 | 0.93 | 0.14
- Cc1ccc(C2CC(C(F)F)n3ncc(C(=O)Nc4cnn(Cc5ccccc5C)c4)c3N2)cc1 (stereo unspecified)
    nt | -1.8 | -0.53

The results go on.
Value order: INS promoter inh | SDO1 yeast rescue | SDO1 yeast rescue Rescue 24 h
- Cn1c(=O)c2c(nc(N3CCOCC3)n2CCSc2ncccn2)n(C)c1=O
    nt | -0.01 | -0.73
- COc1cccc(/C=N\NC(=O)C2C(=O)NCC2c2ccccc2)c1O (stereo unspecified)
    -20 | 1.4 | 1.3
- Cc1ccccc1C(=O)NC(=S)Nc1ccc(S(=O)(=O)N2CCN(C)CC2)cc1
    3 | 0.26 | 0.11
- O=C1c2oc3ccccc3c(=O)c2C(c2cccc(O)c2)N1c1ccccn1 (stereo unspecified)
    nt | -0.33 | -0.65
- Cc1cccc(N2C(=O)CN(Cc3sccc3C)C2=S)c1
    29 | -0.82 | -0.82
- CCOC(=O)N1CCN(C(=O)Nc2ccc(Cl)cc2)CC1
    -38 | -0.17 | -0.44
- O=C(CN1CCN(S(=O)(=O)c2ccc(Cl)s2)CC1)NCc1ccc(Cl)cc1
    -38 | -1.6 | -1
- CCNC(=O)CN1C(=O)NC2(CCCCCC2)C1=O
    -21 | 1.1 | 1.1
- CCOc1cc(-c2c(C#N)c(N)nc3c2CCCC3C)ccc1O (stereo unspecified)
    -9 | -0.93 | -0.46
- N#Cc1c(NC(=O)c2cccnc2)sc2c1CCC2
    -6 | -0.59 | -0.18
- O=C(CSc1nnc2ccccn12)N1CCc2ccccc21
    17 | nt | nt
- CCOc1ncccc1C(=O)OCc1cn2cc(Cl)ccc2n1
    nt | -0.69 | 0.05
- O=c1c2c(ncn2C2CCCC2)n(Cc2ccccc2)c(=O)n1CCOc1ccccc1
    nt | -1 | -1.2
- CCn1cc(C(=O)NCc2cccs2)c(=O)c2ccc(C)nc21
    -55 | -1.1 | -0.85
- CCCCSCc1ccc(C(=O)O)o1
    50 | 1.1 | 0.11
- O=C(CSc1nc2ccccc2s1)N1c2ccccc2Sc2ccccc21
    53 | -0.26 | -0.59
- O=C(Cc1ccccc1)NNC1CC(=O)N(c2ccc(Br)cc2)C1=O (stereo unspecified)
    nt | 0.64 | 0.79
- COc1cc(NC(=O)c2cccs2)c(C(=O)OCC(=O)NC(=O)NC(C)(C)C)cc1OC
    22 | -0.41 | -0.32
- Cc1nc2cccc(C(=O)NC3CCCCC3)c2o1
    10 | 0.59 | 0.29
- Cc1c(Cl)cccc1NC(=O)c1cccc(OC(F)F)c1
    -21 | -0.34 | -0.14

(cont.)
Value order: INS promoter inh | SDO1 yeast rescue | SDO1 yeast rescue Rescue 24 h
- COc1ccc(-c2cn3cccnc3n2)cc1NC(=O)CC(C)C
    -55 | 0.19 | -0.11
- CC(=O)OCCNc1cc(Sc2nc3ccccc3[nH]2)c2nonc2c1[N+](=O)[O-]
    -7 | 0.28 | -0.3
- CCOc1ccc2c(c1)ncn2Cc1ccccc1
    17 | nt | nt
- N#CCCn1c(-c2nonc2NC(=O)c2ccccc2Cl)nc2ccccc21
    50 | -0.89 | 0.01
- CCCOc1ccccc1N/C(=N/c1nc(C)cc(C)n1)NC(=O)COc1ccc(OC)cc1
    17 | -0.64 | 0.27
- Cc1ccc(C)c(Cn2nnc3c(=O)[nH]c(C(=O)NCc4ccco4)nc32)c1
    -6 | 0.48 | 0.5
- O=C1NC(=S)N/C1=C\c1ccc(N2CCOCC2)cc1
    15 | nt | nt
- COc1cccc(-c2noc(-c3cccs3)n2)c1
    -20 | -0.55 | -0.61
- c1cncc(-c2ccnc3ncnn23)c1
    -57 | 0.69 | -0.14
- CS(=O)(=O)Nc1ccc2c(c1)C(=O)OC2
    67 | 0.56 | 1
- COc1cc2c(cc1OC)C(COc1ccc3c(C)cc(=O)oc3c1)N(C(=O)c1ccco1)CC2 (stereo unspecified)
    -58 | -0.17 | 0.43
- Cc1ccc(/C=C/C(=O)N2CCc3ccccc3C2)cc1
    12 | -1.7 | -1.4
- CN(C)CCN(Cc1ccccc1)c1ccnc(N(C)C)c1C#N
    -3 | 0.3 | -0.25
- O=C(OCN1C(=O)c2ccccc2C1=O)C1CCCCC1
    nt | 0.4 | 0.32
- Cc1cccc(C(=O)Nc2cccc(-c3cnc4ccccc4n3)c2)c1
    -17 | -0.56 | 1.2
- COc1cc(NC(=O)CSc2nnc3n2C(C)(C)Cc2ccccc2-3)cc(OC)c1
    -7 | -1 | -0.1
- C#CC(CC)(CC)NC(=S)Nc1ccc(S(N)(=O)=O)cc1
    21 | 1.3 | 2.4
- COc1ccc(C2C(C(C)=O)=C(O)C(=O)N2Cc2cccnc2)cc1 (stereo unspecified)
    33 | 1.6 | 1.7
- Cn1c(SCC(=O)Nc2nccs2)nnc1-c1ccncc1
    50 | 0.33 | -0.11
- CCOC(=O)c1c(C)n(C)c2ccc(OC)c(NC(=O)CN3CCCCC3)c12
    nt | -0.96 | -0.83

Structural class: the entries above containing a furan ring, fused or not (five)
Value order: INS promoter inh | SDO1 yeast rescue | SDO1 yeast rescue Rescue 24 h
- O=C(CSC1=Nc2ccccc2C2=NC(CC(=O)NCc3ccco3)C(=O)N12)NCc1ccco1 (stereo unspecified)
    27 | 0.16 | -0.12
- COc1cccc(N(C(=O)c2ccco2)C(C(=O)NC2CCCC2)c2ccc(N(C)C)cc2)c1 (stereo unspecified)
    -21 | -0.4 | -1.2
- CCCCSCc1ccc(C(=O)O)o1
    50 | 1.1 | 0.11
- Cc1ccc(C)c(Cn2nnc3c(=O)[nH]c(C(=O)NCc4ccco4)nc32)c1
    -6 | 0.48 | 0.5
- COc1cc2c(cc1OC)C(COc1ccc3c(C)cc(=O)oc3c1)N(C(=O)c1ccco1)CC2 (stereo unspecified)
    -58 | -0.17 | 0.43

Remaining list, next part:
Value order: INS promoter inh | SDO1 yeast rescue | SDO1 yeast rescue Rescue 24 h
- CCn1nc2cc(C(=O)NCCc3cccs3)ccc2c1OC
    nt | 0.18 | -0.66
- O=C1c2cccc3c([N+](=O)[O-])ccc(c23)C(=O)N1c1ccccn1
    nt | -2.6 | -1.8
- CC1Cc2nc(SCC(=O)NCc3ccco3)n(Cc3ccccc3)c(=O)c2S1 (stereo unspecified)
    -90 | 0.62 | 0.74
- O=C(CN1CCOCC1)OCCCC1CCCCC1
    nt | 0.74 | 0.41
- O=C(NCc1ccc2c(c1)OCO2)C1Cc2ccccc2CN1C(=O)c1ccco1 (stereo unspecified)
    0 | nt | nt
- O=C(NCc1ccc2c(c1)OCO2)c1n[nH]c(=O)c2ccccc12
    -73 | nt | nt
- O=C(CSc1nc2ccccc2s1)N1CCOCC1
    -111 | 0.13 | -0.61
- Cc1ccc2oc(=O)c(/C=C(\O)C(C)(C)C)nc2c1
    9 | nt | nt
- Cc1nc2ccccc2n1/C(=N/S(=O)(=O)c1ccc(Br)cc1)c1ccccc1
    7 | 1.2 | 1.6
- CCOC(=O)c1nc(N)c(=O)n(-c2ccccc2)n1
    nt | 0.43 | -0.84
- Cc1ccc(-c2ccc(CCC(=O)O)n2CC2CCCO2)cc1 (stereo unspecified)
    24 | -0.07 | -0.83
- Cc1ccc(CNC(=O)C2CCCN(C(=O)N(C)C)C2)cc1 (stereo unspecified)
    -41 | -0.46 | -0.54
- O=C(CCNS(=O)(=O)c1ccc(Br)s1)NCc1ccccc1Cl
    30 | nt | nt
- Cc1ccc(C(=O)NNc2cc(N3CCCC3)nc(N3CCCC3)n2)cc1
    23 | 0.18 | 0.42
- O=C(Cn1c(C(F)(F)F)nc2ccccc21)c1ccc(Br)cc1
    nt | -1.4 | -0.87
- CCOc1cc(-c2nc(C)c(C(C)=O)n2O)ccc1OCC(=O)Nc1ccccc1
    67 | nt | nt
- CCOc1ccc(Nc2c3c(nc4ncnn24)CC(C)CC3)cc1 (stereo unspecified)
    45 | -1 | -1.1
- Oc1ccc(CN2CCCc3ccccc32)c2cccnc12
    14 | -0.55 | -1.5
- CS(=O)(=O)N1CCCC(C(=O)NCCCN2CCC(Cc3ccccc3)CC2)C1 (stereo unspecified)
    -8 | 1.1 | 1.1
- CCn1c(COc2ccccc2)nnc1SCC(=O)Nc1ccc2c(c1)OCCO2
    -27 | -0.27 | -0.62
- CCCCCC1CC(=O)N(Cc2ccc(Cl)cc2)C(=O)N1 (stereo unspecified)
    nt | 0.65 | 0.43
